High-throughput results: PubChem, several laboratories
Rin1 Abl inh: inhibitors of Rin1-Abl protein binding, primary screen, biochemical, TR-FRET; Tyrosine-protein kinase ABL1 (Homo sapiens) + Ras and Rab interactor 1 (Homo sapiens), …; inhibition, % at 7.35 µM; 360,000 tested, 0.4% active; AID 588664, 2011; in the data active = inhibition above about 5%, passing the limit was not always enough
CSN deneddyl inh: inhibitors of CSN-mediated cullin deneddylation, primary screen, biochemical, fluorescence polarization, uHTS | COP9 signalosome complex subunit 5 (Homo sapiens), Q92905 | Purified CSN, SCF-Nedd8-OG deneddylation | inhibition, % at 12.5 µM | 360,000 tested, 0.38% active;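 active = pattern-corrected inhibition above about 35%, with an unprinted fluorescence ratio check between 0.5 and 1.5, limit read from the data, passing the limit was not always enough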;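 note: 0% = enzyme with substrate and 100% = substrate without enzyme; some results filed as inactive read as strong as hits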
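Material: human Csn5 produced in HEK293T cells; Input: enzyme 0.24 nM; Reagent: SCFSkp2-Nedd8OG substrate at 10 nM final; Dosing: 12.5 µM compound; Incubation: 90 min reaction at room temperature; Detection: fluorescence polarization of the substrate; Evaluation: % inhibition of substrate cleavage by Csn5; Control set: substrate-only high control, full reaction low control.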
Rpn11 inh: Rpn11 (PSMD14) deubiquitinase inhibitors, primary screen, biochemical, fluorescence polarization, uHTS; 360,000 tested, 0.59% active; human 26S proteasome, Ub4-pepOG fluorescence polarization; 20S core pre-blocked with epoxomicin; 26S proteasome non-ATPase regulatory subunit 14 (Homo sapiens), O00487; calls only at 20 µM; AID 588493, 2011;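 active = inhibition at 20 µM, scaled to each plate's controls, above about 33%, limit read from the data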
Target sequence (O00487 whole entry, looked up): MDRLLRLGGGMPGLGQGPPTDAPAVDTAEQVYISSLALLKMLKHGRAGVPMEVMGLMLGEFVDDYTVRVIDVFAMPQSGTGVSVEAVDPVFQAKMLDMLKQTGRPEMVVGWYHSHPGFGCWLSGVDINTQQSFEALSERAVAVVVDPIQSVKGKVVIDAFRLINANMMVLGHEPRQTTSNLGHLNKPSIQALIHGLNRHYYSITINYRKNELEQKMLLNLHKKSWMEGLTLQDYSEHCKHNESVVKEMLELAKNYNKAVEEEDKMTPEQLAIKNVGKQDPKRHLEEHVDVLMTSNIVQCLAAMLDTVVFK
FAS-TE inh: FAS thioesterase domain inhibitors, primary screen, biochemical, fluorescence intensity, uHTS; Fatty acid synthase (Homo sapiens), P49327; recombinant FAS-TE, OMFH fluorogenic substrate, fluorescence endpoint; inhibition, % at 15 µM; 360,000 tested, 0.67% active; AID 602261, 2012;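 active = compounds whose normalised, plate-corrected inhibition of enzyme fluorescence in the single-dose primary screen is 50% or more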;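 note: 0% = DMSO with enzyme and 100% = substrate without enzyme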
SKN-1 inh: suppressors of acrylamide-induced Pgst-4::GFP reporter in worms, primary screen, SKN-1 inhibitor project, whole organism, uHTS, GFP/RFP fluorescence ratio, strain VP596; C. elegans VP596 Pgst-4::GFP/RFP ratio, 24 h; inhibition, % at 21.8 µM; 360,000 tested, 0.49% active; AID 624304, 2012;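 active = interference check ratio from 0.5 to 1.5 plus GFP to RFP signal ratio inhibition reaching or exceeding a fixed threshold, cut at about 30% in these data, passing the limit was not always enough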; note: some compounds called inactive have numbers as strong as hits
PABP1 MLLE inh: inhibitors of PABP1 MLLE–PAM2 peptide binding, primary screen, biochemical, fluorescence polarization, FITC-PAM2, GST-MLLE | AID 588489, 2011 | 360,000 tested, 0.36% active | inhibition, % at 20 µM; in the data active = inhibition above about 35%, passing the limit was not always enough;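 note: plate controls were DMSO wells with GST-MLLE for no effect and wells lacking GST-MLLE protein for full effect; some results filed as inactive read as strong as hits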
Target sequence (P11940 whole entry, looked up): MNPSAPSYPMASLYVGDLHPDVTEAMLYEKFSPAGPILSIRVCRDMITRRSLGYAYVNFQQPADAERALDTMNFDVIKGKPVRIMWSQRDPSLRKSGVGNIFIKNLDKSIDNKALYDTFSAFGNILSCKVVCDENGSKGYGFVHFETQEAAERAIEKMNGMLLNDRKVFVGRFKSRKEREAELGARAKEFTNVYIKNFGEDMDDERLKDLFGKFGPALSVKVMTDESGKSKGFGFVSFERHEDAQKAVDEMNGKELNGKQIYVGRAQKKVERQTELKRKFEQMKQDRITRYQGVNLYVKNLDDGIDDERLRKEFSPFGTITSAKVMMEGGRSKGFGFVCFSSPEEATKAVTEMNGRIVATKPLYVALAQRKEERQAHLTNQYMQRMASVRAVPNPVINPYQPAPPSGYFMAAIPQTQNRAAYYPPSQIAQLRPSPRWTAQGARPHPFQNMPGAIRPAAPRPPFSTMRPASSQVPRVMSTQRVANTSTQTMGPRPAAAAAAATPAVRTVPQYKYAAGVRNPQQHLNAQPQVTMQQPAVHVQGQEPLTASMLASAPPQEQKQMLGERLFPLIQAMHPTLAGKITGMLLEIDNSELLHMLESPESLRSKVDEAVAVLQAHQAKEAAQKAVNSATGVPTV
Neddyl block: inhibitors of cullin neddylation, primary screen, biochemical, TR-FRET, uHTS, NAE and Ubc12 | NEDD8-conjugating enzyme Ubc12 (Homo sapiens) + NEDD8-activating enzyme E1 regulatory … | 360,000 tested, 0.58% active | calls only at 25 µM; in the data active = inhibition above about 36%
NadD inh: inhibitors of S. aureus NadD, primary screen, biochemical, colorimetric, uHTS | Nicotinate-nucleotide adenylyltransferase NadD (Staphylococcus aureus N315) | AID 602399, 2012 | 360,000 tested, 0.78% active | purified NadD enzyme, colorimetric absorbance read-out | inhibition, % at 20 µM; in the data active = inhibition above about 26%; note: some compounds past the cut are filed as inactive
MT1-MMP act inh: blockers of MT1-MMP proenzyme processing, primary screen, HT1080 RFP-PRO-GFP cells, GFP/RFP fluorescence; AID 651647, 2012; GFP/RFP ratio change, % at 20 µM; Matrix metalloproteinase-14 (Homo sapiens), P50281; 360,000 tested, 0.061% active; GFP/RFP ratio fluorescence, overnight; percent of plate control window, DMSO zero;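 active = GFP/RFP ratio change of at least 30% with cell ATP level not reduced by more than half and red fluorescence within 50% of control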; note: strong numbers were not always called active
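Assay system: HT1080 RFP-PRO-GFP cells. Benchmarks: DMSO vehicle wells and RFP-L50D-GFP reporter cell wells. Times: overnight cell settling, then overnight compound exposure, 37 °C, 5% CO2. Compound: 20 µM single dose, 1% DMSO. Read-out basis: GFP/RFP fluorescence ratio.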
Starred values were filed as active, the others as inactive; i = inactive; nt = not tested or not shown.

SMILES	Rin1 Abl inh	CSN deneddyl inh	Rpn11 inh	FAS-TE inh	SKN-1 inh	PABP1 MLLE inh	Neddyl block	NadD inh	MT1-MMP act inh
CSCCC(NC(=O)c1cccc(C)c1)C(=O)NCc1cccs1 (configuration not stated)	5	-2	i	1	-5	16	i	-2	-1
Cc1ccc(CNS(=O)(=O)c2ccc3c(c2)N(C)CCO3)cc1	4	-3	i	5	-10	-4	i	-3	3
CCN(CCCNC(=O)CNC(=O)Cn1cnc2ccccc2c1=O)c1cccc(C)c1	1	-1	i	-4	-5	7	i	1	4
Cc1cc(NC(=O)COc2coc(CN3CCN(c4ccc(F)cc4)CC3)cc2=O)no1	-2	-4	i	-1	15	16	i	-5	1
CCN(CC)CCNCc1cc(Cl)ccc1OCc1ccccc1F	-2	1	i	1	-4	1	i	-6	4
Cc1cc(C)c(S(=O)(=O)N(CC(=O)NCc2cccnc2)C2CCCCC2)c(C)c1	0	-3	i	-3	-7	-7	i	6	1
Cc1ccccc1NC(=O)Cn1cnc2c1c(=O)n(C)c(=O)n2C	1	-1	i	-7	4	7	i	-4	2
Cc1ccc(NC(=O)c2ccc(OC(=O)C(C)Oc3ccc(Cl)cc3C)cc2)cc1 (configuration not stated)	0	-11	i	-10	7	0	i	15	5
CCOc1cc(S(=O)(=O)N2CCN(C(=O)c3ccco3)CC2)ccc1F	2	2	i	6	-2	15	i	-8	5
CC(C)OC(=O)c1ccc(N2C(=O)C3CC=CCC3C2=O)cc1 (configuration not stated)	2	6	i	0	-5	-3	i	-7	1
CCN1C[C@@H]2[C@@H]3C(=O)N(C)C(=O)[C@@H]3[C@](Cc3ccccc3)(C1=O)N2C(=O)c1ccccc1	3	-5	i	-8	-1	-6	i	-6	2
O=C(COC(=O)c1ccc(S(=O)(=O)NCc2ccco2)cc1)NC1CCCCC1	0	2	i	-6	-23	4	i	-5	1
CC(=O)Nc1ccc(CC#N)cc1	-2	2	i	-7	5	18	i	0	1
CCOc1ccc(C(=O)Nc2ccc3c(c2)OCCO3)cc1[N+](=O)[O-]	-1	-6	i	12	7	-2	i	-8	-1
COc1cc(CC(=O)Nc2ccc3nc(C)sc3c2)cc(OC)c1OC	-1	3	i	-9	5	3	i	1	4
COc1cc(NC(=O)Cn2nc(Cc3cccnc3)c3ccccc3c2=O)cc(OC)c1OC	-3	0	i	1	-3	10	i	-8	4
COC(=O)Cc1[nH]n(-c2nc3ccccc3s2)c(=O)c1C(C)=Nc1ccc(OC)cc1	2	1	i	-3	12	-7	i	3	3
COc1ccccc1NC(=O)CCCc1c[nH]c2ccccc12	-1	-1	i	-1	3	3	i	-7	1
O=C(NCC1CCCO1)C1CCN(S(=O)(=O)Cc2ccccc2)CC1 (configuration not stated)	-1	12	i	-3	4	4	i	-2	2
COc1ccc(C2CC(=O)C3=C(C2)Nc2ncnn2C3c2ccccc2C)cc1 (configuration not stated)	-3	1	i	-1	19	-1	i	1	3
S=C(c1ccccc1)N(c1ccccc1)c1ccccc1	-4	4	i	29	3	5	i	1	-7
COc1ccc(NC(=O)CCC(=O)N/N=C/c2cccnc2)cc1	0	3	i	-7	-3	0	i	-2	2
O=C(N/N=C/c1ccc2ccccc2c1)c1ccc(COc2ccc3c(c2)CCC3)o1	0	5	i	-4	-21	1	i	1	6
c1coc(CNCC2OCCc3ccccc32)c1 (configuration not stated)	4	-1	i	-7	-1	-3	i	5	-3
Cc1nn(-c2ncccn2)c2c1C(=O)CC(C)(C)C2Br (configuration not stated)	1	-6	i	-1	4	-26	i	0	-8
(cont.)
SMILES	Rin1 Abl inh	CSN deneddyl inh	Rpn11 inh	FAS-TE inh	SKN-1 inh	PABP1 MLLE inh	Neddyl block	NadD inh	MT1-MMP act inh
CC(C)N=C(Nc1cccnc1)c1ccccc1	5	-1	i	-5	13	-9	i	0	-3
COc1cc(OC)cc(C(=O)NNC(=O)C(CCC(N)=O)NS(=O)(=O)c2ccc(Cl)cc2)c1 (configuration not stated)	-4	-2	i	-8	15	-1	i	-3	1
CC12CC3CC(C)(C1)CC(C(=O)NC(=S)N1CCCCC1)(C3)C2	0	9	i	9	12	-39	i	-2	0
COc1ccc(CNC(=O)/C=C/C(=O)O)cc1OC	3	-7	i	-13	4	-2	i	-4	1
CN(Cc1cnn(Cc2ccccc2)c1)C(=O)CN=C1NS(=O)(=O)c2ccccc21	1	2	i	-4	-7	6	i	-5	8
Cc1nc(N2CCN(C(=O)c3ccco3)CC2)nc2c1C(=O)CCC2	1	1	i	-6	-12	6	i	0	1
S=C(Nc1ccccc1)N1CCCN1c1ccccc1	0	0	i	-1	-7	-15	i	-8	-1
COCCCNC(=O)Cn1nnc(-c2ccccc2NC(=O)c2ccc(F)cc2)n1	-1	1	i	-8	12	3	i	1	0
Cc1ccc(Nc2nnc(SCC(=O)NCc3ccco3)s2)cc1	-3	4	i	-4	24	-61	i	3	nt
Cc1nn2c(N3CCOCC3)cc(C(C)(C)C)nc2c1-c1ccccc1	4	2	i	-8	13	0	i	-8	1
O=C(/C=C/c1ccccc1)Nc1ccc(CN2CCOCC2)cc1	0	-2	i	-11	65*	-7	i	-1	1
Nc1ccccc1Nc1nc2ccccc2[nH]1	-1	2	i	-8	13	-19	i	-10	5
COc1ccc2c(c1[N+](=O)[O-])CCC/C2=N/OC(=O)c1cccc2ccccc12	-1	-2	i	7	-1	0	i	-1	2
CCc1ccc(OCC(=O)NNC(=S)NC(=O)C2CC2)c(Br)c1	2	-3	i	2	-11	-15	i	-2	2
CCOC(=O)c1sc2cc([N+](=O)[O-])cc(SCC(=O)OC)c2c1N	-7	15	i	10	5	-21	i	5	-13
CCN(CC(=O)Nc1ccc(OC)cc1)C(=O)c1ccc(N2CCCC2=O)cc1	0	-4	i	-6	5	-3	i	6	-2
Cc1cccc(C)c1NC(=O)c1cc(S(=O)(=O)N2CCC3(CC2)OCCO3)ccc1F	-2	-5	i	1	-5	0	i	8	3
COc1ccc(-n2nc(C)c3sc(C)nc3c2=O)cc1	3	-1	i	-6	13	-19	i	-1	3
CCCC(=O)N(CCN1CCOCC1)c1nc2ccc(OCC)cc2s1	-2	4	i	2	6	-1	i	0	-5
Cc1ccc(S(=O)(=O)N(C)C)cc1NC(=O)/C=C/c1cccs1	-4	-5	i	-5	-7	-22	i	-2	-9
O=C(Cn1cnc2c(nnn2Cc2ccc(F)cc2)c1=O)N1CCN(c2ccccc2)CC1	5	0	i	2	0	14	i	-3	7
Cc1ccc([N+](=O)[O-])cc1S(=O)(=O)N1CCNCC1	2	-12	i	-3	5	10	i	-7	-5
Cc1csc2c(C#N)c(=O)c3c(n12)CCC3	-2	1	i	17	0	7	i	8	5
O=C(Cn1ccc2ccccc2c1=O)NCCC(=O)N1CCN(c2cccc(Cl)c2)CC1	1	1	i	-1	24	6	i	2	4
CCOc1cccc(=O)c2c(C)n(CC3CCCO3)c(C)c12 (configuration not stated)	4	3	i	-9	8	11	i	8	-19

Another view of some results above.
Each structure is followed by: Rin1 Abl inh	CSN deneddyl inh	Rpn11 inh	FAS-TE inh	SKN-1 inh	PABP1 MLLE inh	Neddyl block	NadD inh	MT1-MMP act inh
- c1coc(CNCC2OCCc3ccccc32)c1 (configuration not stated)
    4	-1	i	-7	-1	-3	i	5	-3
- Nc1ccccc1Nc1nc2ccccc2[nH]1
    -1	2	i	-8	13	-19	i	-10	5
- CCc1ccc(OCC(=O)NNC(=S)NC(=O)C2CC2)c(Br)c1
    2	-3	i	2	-11	-15	i	-2	2

Continuation:
SMILES	Rin1 Abl inh	CSN deneddyl inh	Rpn11 inh	FAS-TE inh	SKN-1 inh	PABP1 MLLE inh	Neddyl block	NadD inh	MT1-MMP act inh
COc1cc2ccccc2cc1C(=O)N1CC(C)CC(C)C1 (configuration not stated)	1	1	i	1	-15	-2	i	-4	1
COc1ccc2c(c1OC)C(=O)OC2Nc1nc(-c2ccc(-c3ccccc3)cc2)cs1 (configuration not stated)	0	-5	i	-4	65*	23	nt	15	-11
COc1ccc(N2CCN(c3ncccc3C#N)CC2)cc1	3	1	i	0	12	1	i	-2	-1
Cc1ccc(Oc2nccc(-c3ccc(Cl)cc3)n2)cc1	2	-9	i	10	1	3	i	-1	-2
COc1cccc(C=Nc2ccc(C)c(F)c2)c1O	3	-13	i	-2	-3	9	i	0	0
Oc1ccc(N=Cc2sc3ccccc3c2Cl)cc1	-2	5	i	3	5	2	i	-3	14
CCN(Cc1ccccc1)C(=O)COC(=O)[C@@H]1CCCN1C(=O)c1cccs1	5	3	i	-8	-1	-17	i	-5	-3
CCOC(=O)c1[nH]cnc1C(=O)Nc1ccccc1C	7	-1	i	-3	-3	-2	i	-1	0
CCOC(=O)c1c2n(c3ccc(O)cc13)CCCCC2	-1	3	i	0	-3	-7	i	2	8
Cc1cccn2cc(COc3cccc([N+](=O)[O-])c3)nc12	6	-4	i	19	4	-2	i	1	4
O=C(O)c1ccc(NC(=S)NC(=O)C(c2ccccc2)c2ccccc2)cc1	0	-2	i	4	-16	22	i	-5	4
Cc1cnccc1CNC(=O)C1CCC(=O)N(Cc2ccc(Cl)cc2)C1 (configuration not stated)	5	3	i	-6	10	4	i	-1	0
CC(=O)c1c(O)cc2n(c1=O)-c1ccc(Cl)cc1C2(C)C	-8	1	i	2	20	-24	i	7	-5
CC(=O)c1cccc(OCc2cc(C(=O)NCc3nc(C)c(C)s3)no2)c1	4	5	i	3	-5	8	i	-6	-3
Cc1oc(-c2ccc(Cl)cc2)nc1CSCC(=O)NC1CCN(Cc2ccccc2)CC1	-2	3	i	4	13	0	i	-3	-5
COc1ccc(CC(=O)OCC(=O)N2CCc3ccccc32)cc1OC	1	2	i	-2	2	-2	i	0	-1
O=C(C1CCC(CNS(=O)(=O)c2cccs2)CC1)N1CCN(c2ccc(Cl)cc2)CC1 (configuration not stated)	-3	2	i	12	26	-3	i	0	-6
Cc1cccc(-c2cnc(C(O)c3ccc(-c4ccccc4)cc3)[nH]2)c1 (configuration not stated)	-3	-1	i	9	9	8	i	5	2
COc1ccc2c(c1OC)C(=O)N1N=C(c3ccc(Cl)cc3)CC21 (configuration not stated)	-3	7	i	-1	10	-4	i	-1	0
CCOc1ccc(NC(=O)N(CCC(C)C)C2CCN(C(C)=O)CC2)cc1	0	2	i	-3	0	-4	i	-2	2
CCOC(=O)C1CCN(S(=O)(=O)c2ccc(OCC(=O)OC)cc2)CC1	1	5	i	-6	3	4	i	-4	-1
Cc1ccc(C)n1-c1ccc(N2CCOCC2)c([N+](=O)[O-])c1	-5	0	i	-2	4	3	i	-3	4
